# HMGR II inh: inhibitors of class II HMG-CoA reductase from Enterococcus faecalis | purified E. faecalis HMGR, NADPH absorbance 340 nm kinetic | inhibition, % at 10 µM | hit rate 0.41% among 190,000;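 active = inhibition above a set limit, the median over all tested compounds plus 3 SD, cut at about 9.5% in these data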;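 also: enzyme runs in reverse so mevalonate oxidation gives rising NADPH absorbance; 0% = complete reaction with DMSO and 100% = background rate lacking mevalonate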
# S1P3 antag: S1P3 (human) receptor antagonism | CHO S1P3 NFAT-BLA reporter, FRET fluorescence, antagonist mode | inhibition, % at 4.98 µM | hit rate 0.27% among 170,000 | AID 485;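 active = inhibition above the plate cutoff, the mean inhibition of test wells on that plate plus 3 SD, cut at about 28% in these data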;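 also: cells challenged with S1P at its EC80 of 0.8 µM; blue over green emission ratio from cleaved BLA substrate after 4 h stimulation; 0% = S1P-stimulated wells and 100% = unstimulated DMSO-only wells; some compounds past the cut are filed as inactive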
# Target sequence (Q99500 whole entry, looked up): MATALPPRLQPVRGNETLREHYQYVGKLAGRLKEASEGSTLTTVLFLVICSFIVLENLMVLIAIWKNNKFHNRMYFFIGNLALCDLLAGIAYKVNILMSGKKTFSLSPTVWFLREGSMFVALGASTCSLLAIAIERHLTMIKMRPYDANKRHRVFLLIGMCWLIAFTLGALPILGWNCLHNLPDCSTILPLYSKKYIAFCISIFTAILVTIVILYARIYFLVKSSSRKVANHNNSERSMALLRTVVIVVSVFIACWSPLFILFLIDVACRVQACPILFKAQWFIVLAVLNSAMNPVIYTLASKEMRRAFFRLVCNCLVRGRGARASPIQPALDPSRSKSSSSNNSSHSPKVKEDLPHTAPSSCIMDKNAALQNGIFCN
# PPARg SRC-2 ag: agonists of SRC-2 recruitment by human PPARgamma | activation, % at 8 µM | P37231 | hit rate 0.34% among 200,000 | PPARgamma LBD-SRC-2 recruitment, biochemical; in the data active = activation above about 22%;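 also: 0% = vehicle and 100% = reference agonist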
# PPARg SRC-1 ag: agonists of human PPARgamma SRC-1 coactivator recruitment; P37231; PPARgamma-SRC-1 coactivator recruitment biochemical assay; activation, % at 8 µM; hit rate 0.41% among 200,000; AID 631; in the data active = activation above about 19%;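 also: 0% = DMSO and 100% = reference agonist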
# L major viab: reduces viability of Leishmania major promastigotes; resazurin fluorescence viability; inhibition, % at 10 µM; AID 1063; hit rate 9% among 200,000; in the data active = inhibition above about 50%;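 also: promastigotes grown with compound for 44 hours at 28 °C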
# DTT redox prof: compounds producing H2O2 with reducing agent – biochemical, NIH compound library profiling, artefact control for MLSCN library redox annotation, primary screen; hit rate 0.03% among 200,000; activation, % at 10 µM; DTT-dependent redox cycling H2O2, phenol red/HRP absorbance; 100% = 100 µM peroxide control, 0% = buffer;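 active = activation of at least 50% relative to the plate's high and low controls in the primary single-dose screen; inactive = activation below 50%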;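 also: compound incubated with DTT at 0.8 mM final as the reducing agent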
# RAM network inh: yeast RAM network inhibition | S. cerevisiae dse1pr::URA3 reporter, 5-FOA growth OD615, 2 d; analog-sensitive cbk1-as2 kinase mutant strain | inhibition, % at 50 µM | hit rate 1.8% among 190,000;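 active = inhibition above a set limit, 3 SD over mean compound inhibition, cut at about 8.4% in these data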;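 also: 0% = DMSO-only wells with no growth and 100% = 10 µM 1-NA-PP1 full growth; inhibition rescues growth on 5-FOA so higher OD means more RAM inhibition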
# bIAP inh: intestinal alkaline phosphatase (bovine) inhibition; purified bovine IAP, CDP-star luminescence, 30 min; inhibition, % at 20 µM; 190,000 tested, under 10 active; AID 1019;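 active = over 50% inhibition of intestinal alkaline phosphatase at 20 µM in the single-dose screen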
#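 Assay system – bovine IAP enzyme · Quantity – bovine IAP at 1/65,000,000 final dilution · Detection – CDP-star luminescence signal · Times – 30 min reaction at room temperature · Also added – CDP-star substrate at 30 µM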
# PPARg SRC-3 ag: promotes SRC-3 coactivator recruitment by human PPARgamma | P37231 | biochemical PPARgamma/SRC-3 coactivator recruitment assay | activation, % at 8 µM | hit rate 0.26% among 200,000 | AID 731; in the data active = activation above about 23%;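 also: 0% = DMSO and 100% = reference agonist; some compounds past the cut are filed as inactive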
# ROMK mod: human ROMK K+ channel modulation, primary screen; hit rate 2% among 130,000; Tet-inducible ROMK, thallium flux fluorescence; actives lie on both sides; AID 1918; B-score at 10 µM;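 active = signal ratio slope over the read window, or its plate-corrected B-score, at least 3 SD from the plate mean, either direction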;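 also: B-score of the F/F0 ratio slope over 7 to 12 s after thallium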
# Target sequence (P48048 whole entry, looked up): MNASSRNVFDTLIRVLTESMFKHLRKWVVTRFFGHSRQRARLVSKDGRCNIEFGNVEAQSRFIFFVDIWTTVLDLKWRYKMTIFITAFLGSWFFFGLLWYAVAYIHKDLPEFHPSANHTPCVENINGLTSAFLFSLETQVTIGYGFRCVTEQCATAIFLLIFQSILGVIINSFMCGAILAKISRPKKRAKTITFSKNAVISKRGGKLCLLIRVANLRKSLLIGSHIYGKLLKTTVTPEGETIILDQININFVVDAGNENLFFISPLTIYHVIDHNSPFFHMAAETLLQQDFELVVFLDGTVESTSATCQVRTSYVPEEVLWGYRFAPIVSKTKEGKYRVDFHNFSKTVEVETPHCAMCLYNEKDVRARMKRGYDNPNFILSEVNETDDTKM
# TR-FRET SRC-2 ct: flags TR-FRET format artefacts in PPARgamma SRC-2 recruitment agonist screen; TR-FRET artefact counter-screen; active compounds read high; TR-FRET ratio at 8 µM; hit rate 0.4% among 200,000; AID 1049; in the data active = TR-FRET ratio above about 2000; also: inactives centre near 1500; reference of the scale not given here
# An asterisk follows results filed as active; x = no result given.
SMILES,HMGR II inh,S1P3 antag,PPARg SRC-2 ag,PPARg SRC-1 ag,L major viab,DTT redox prof,RAM network inh,bIAP inh,PPARg SRC-3 ag,ROMK mod,TR-FRET SRC-2 ct
COc1ccc(S(=O)(=O)NCc2ccc3c(c2)cc(C)n3C)cc1,-8,-6,8,3,-4,0.3,2.3,19,1,x,1736
CCCNC(=O)NC(=O)COC(=O)/C=C/c1cc(Br)ccc1F,-1,-13,11,2,-2,-1.8,1.9,-2,6,-0.35,1791
COCCNCc1ccccc1,0,x,12,0,-17,-0.1,1.5,4,6,0.71,1600
O=c1[nH]c2cc3c(cc2cc1C(c1nnnn1C1CCCCC1)N1CCSCC1)OCCO3 (stereo not drawn),-1,12,-4,-4,14,1.7,0.9,21,-1,x,1309
CCC(C)NC(=O)C1(C)CCC(=O)N1Cc1ccccc1OC (stereo not drawn),-5,14,-1,0,-4,-2.2,2.1,4,7,x,1544
O=C1Nc2ccc(Cl)cc2C12Nc1ccccc1-c1nnc(SCc3ccccc3F)nc1O2 (stereo not drawn),-4,-14,18,14,-13,-0.7,4.0,3,11,-2.1,1786
O=C(N/N=C/c1ccco1)c1ccn[nH]1,-3,-13,2,0,-8,-1.0,1.5,-31,1,-0.0095,1522
COc1cc(/C=N/NC(N)=O)c(Br)cc1OCC(=O)Nc1ccccc1C,-4,x,4,1,-9,-7.8,3.0,0,-5,x,1730
COc1ccc(OC)c(C(=O)Cn2nnc3ccccc3c2=O)c1,1,0,2,-2,-4,1.1,1.8,9,3,-0.36,1497
Cc1c(C(=O)N2CCc3ccccc3C2)oc2ccc(S(=O)(=O)N3CCCCCC3)cc12,0,0,-2,-3,66*,3.2,6.2,-3,3,-0.43,1704
C=CCOC(=O)C1=C(C)NC2(O)c3ccccc3C(=O)C12O (stereo not drawn),-1,-9,1,8,-9,-3.1,1.6,2,5,x,1460
CC1(C)Cc2c(oc3ncn4ncnc4c23)CO1,-6,x,2,2,1,-0.1,-1.1,16,12,-0.34,1674
CCN(CC)S(=O)(=O)c1cccc(C(=O)Nc2sc3c(c2C(N)=O)CCCC3)c1,0,x,5,-13,2,0.0,3.2,1,-9,x,1359
O=C(Nc1ccccc1)C1=C(O)CC(c2ccc(Cl)cc2)N2CCN=C12 (stereo not drawn),-4,3,-2,-6,92*,0.2,0.4,2,-1,-0.37,1276
O=C(c1ccco1)N1CCN(c2nc(C(F)(F)F)nc3c2nnn3Cc2ccccc2)CC1,-3,7,1,1,11,0.2,4.4,2,3,x,1448
CC1(C)CC(=O)N(CC(=O)O)c2ccccc2S1,-2,x,4,11,-12,1.2,-0.2,5,2,0.81,1545
NC(=O)C1=C[C@@H](c2coc3ccccc3c2=O)C[C@@H](OCCCCO)O1,0,-32,10,3,0,-0.6,-0.4,3,3,x,1666
Cc1cccc(CSC2=CS(=O)(=O)c3ccccc3N2)c1,2,x,-4,4,-4,-6.4,1.8,-3,-5,x,1484
CCOCCc1nnc(NC(=O)Cc2ccc(Br)cc2)s1,-8,x,6,-1,-5,0.4,2.0,12,-6,0.12,1486
O=C(O)c1c[nH]c(=O)c2ccccc12,-4,-26,8,4,0,-0.7,4.6,3,4,0.42,1554
CCOC(=O)CNC(=O)CSc1nc(-c2ccc(OC)cc2)ns1,2,-5,5,4,-7,0.0,5.0,12,6,0.0095,1628
Cc1cccc2nc(CSc3nc4ccccc4o3)cn12,-1,-4,-4,0,64*,0.7,0.3,4,-1,-0.053,1442
NC(=O)c1ccccc1NC(=O)c1ccccc1F,-1,16,3,7,-1,0.3,3.4,11,-13,0.34,1606
COCCn1c(CCc2ccccc2)n[nH]c1=S,0,-13,-1,-7,-9,-0.5,0.8,28,-2,x,1366
CN(C)C1C(=O)c2ccccc2C1=O,-6,7,2,-4,-1,0.0,0.9,1,-4,x,1510
Cc1cc(C)c(O)c(N)c1,-1,3,4,-9,-5,-0.5,-0.8,7,5,0.43,1458
C=CCNCCCOc1ccc(Cl)cc1C(C)(C)C,-5,2,4,6,100*,-0.3,2.7,0,0,-1.6,1663
CCN(C(=O)COC(=O)CNC(=O)C12CC3CC(CC(C3)C1)C2)C1CCS(=O)(=O)C1 (stereo not drawn),-7,-9,-3,-1,46,-0.5,1.1,7,2,x,1562
CCC(c1nnnn1C1CCCC1)N1CCC(C(N)=O)CC1 (stereo not drawn),-2,-35,-3,0,-4,-0.8,0.7,3,11,-0.055,1603
O=c1[nH]c(=S)[nH]nc1Cc1ccccc1,0,x,6,0,-4,-4.0,1.6,5,0,1.3,1640
O=C(O)CCCC(=O)N(Cc1ccccc1)Cc1ccccc1,-2,5,-8,-8,-6,-0.3,0.6,10,-5,x,1460
C/C(=N\NC(=O)c1cccc(Br)c1)c1cccc(NC(=O)c2ccc(C)o2)c1,-1,x,-4,-2,56*,-4.4,2.3,7,0,-0.007,1405
CC(C)Oc1ccc(C(=O)N2CCCc3ccccc32)cc1,0,15,-5,-3,0,0.1,0.1,1,3,x,1453
COc1ccc(NC(=O)CCCCCN2C(=O)CCC2=O)cc1Cl,-4,x,0,0,9,-0.1,2.9,8,2,2,1350
CCCCOC(=O)c1ccc(NC(=O)CSc2nnnn2C)cc1,-3,-3,-2,-2,-6,12,1.5,8,-5,-0.28,1525
CC(=O)c1cccc(NC(=S)NC(=O)c2ccc(C)cc2Cl)c1,-2,10,4,3,-1,-2.2,1.6,-2,1,0.51,1706
O=C(Nc1cccc(-c2nnc(-c3ccco3)o2)c1)c1ccccc1,-6,-10,16,9,3,-1.0,5.2,3,9,-0.015,1674
COc1ccc(NC(=O)c2ccc(OC(=S)N(C)c3ccc(OC)cc3)cc2)cc1,-3,x,-1,-2,-5,-2.8,3.1,-1,0,-0.69,1468
CCCCN(C)S(=O)(=O)c1ccc(C(=O)Nc2nnc(CSC)o2)cc1,1,8,4,5,48,0.3,1.5,8,24,x,1822
C/C=C/c1ccc(OCCOc2cccc3cccnc23)c(OC)c1,-5,8,1,7,0,-0.2,-0.4,13,4,-0.71,1606
O=C(Nc1ccc(F)c(F)c1)c1cccnc1,-3,-17,12,-4,-2,-0.9,0.2,10,0,0.0057,1449
CC(C)Cn1cc(C(=O)N2CCN(c3ccccn3)CC2)c2c3ccccc3n(C)c2c1=O,1,18,12,-1,9,1.7,0.5,-12,16,x,1514
CS(=O)(=O)n1nc(-c2ccccc2)nc1NCc1ccco1,0,x,4,0,-5,0.4,1.0,-11,-3,0.33,1482
Cc1cc(C)c(C)c(OC(=O)c2sc(Cl)nc2C)c1,1,16,3,3,1,0.7,0.4,-4,3,x,1463
CC1CC(C)CN(S(=O)(=O)c2ccccc2[N+](=O)[O-])C1 (stereo not drawn),0,-6,-4,1,5,-0.2,-0.1,-5,-4,0.11,1467
CNC(=O)C1=C(C)NC(=S)NC1c1cc2c(cc1OC)CCCC2 (stereo not drawn),-5,-5,-7,-2,-4,0.2,1.1,1,1,x,1350
COc1cc(-c2nc(-c3ccccc3)c(-c3cccs3)[nH]2)cc(OC)c1OC,-3,x,10,7,90*,0.0,1.8,-5,1,-0.69,1650
O=C(c1ccc(Cl)c(S(=O)(=O)N2CCCC2)c1)N1CCN(c2ccccn2)CC1,-3,x,-7,-2,-1,-0.1,0.7,-7,-3,0.046,1405
CCc1c(C(=O)NC2CCCCC2)[nH]c(C)c1C(C)=O,-2,-42,4,4,7,-1.1,3.4,2,2,-0.76,1496
COc1cnc(-c2ccccc2)nc1Oc1cccc(C)c1,5,x,-3,15,1,-7.9,1.4,11,2,x,1453
Cc1ccc(NC(=O)Cn2cc(C(F)(F)F)cc(Cl)c2=O)cc1Cl,-1,2,1,-6,8,-0.2,3.5,0,-1,-0.011,1264
COC(=O)c1cccc(COC(=O)CNC(=O)c2ccco2)c1,1,2,0,10,-1,-0.9,-0.7,8,10,0.55,1595
CCN(CC)C(=O)c1sc2nc(-c3ccccc3)ccc2c1N,-8,-12,15,4,-4,0.1,4.8,-23,3,-1.2,1713
Cc1c(NC(=O)C2CCCN2S(=O)(=O)c2ccc(Cl)cc2)c(=O)n(-c2ccccc2)n1C (stereo not drawn),-1,7,0,-6,0,-0.3,1.3,-1,0,x,1492
O=Cc1cc(N=Nc2ccccc2Cl)ccc1O,-4,6,-2,2,47,1.6,2.4,32,0,0.4,1618
Cc1cc(C(=O)Nc2sc(C)c(-c3ccc(F)cc3)c2C(N)=O)no1,-4,33,-6,6,-2,-0.1,2.9,4,-8,1.8,1555
CCC(C)NS(=O)(=O)c1ccc(NC(=O)c2cccs2)cc1 (stereo not drawn),-3,5,6,5,-3,0.0,2.5,0,8,-0.7,1619
Nc1cccc2c1nnn2C1OC(CO)C(O)C(O)C1O (stereo not drawn),4,-4,6,4,-11,0.3,1.0,14,1,x,1532
Cc1c(C(=O)N/N=C/c2cccs2)nc2ccccn12,-10,7,3,5,-2,0.6,0.0,-3,0,x,1436
O=C(Nc1ccc2oc(Cc3ccc(Cl)cc3)nc2c1)c1cccnc1,0,2,-8,-4,14,2.4,-0.9,-2,-4,x,1491

# Compound profiles (already shown). Values in the order: HMGR II inh	S1P3 antag	PPARg SRC-2 ag	PPARg SRC-1 ag	L major viab	DTT redox prof	RAM network inh	bIAP inh	PPARg SRC-3 ag	ROMK mod	TR-FRET SRC-2 ct
# Listed for `Cc1c(NC(=O)C2CCCN2S(=O)(=O)c2ccc(Cl)cc2)c(=O)n(-c2ccccc2)n1C` (stereo not drawn) : -1	7	0	-6	0	-0.3	1.3	-1	0	x	1492
# Listed for `CCc1c(C(=O)NC2CCCCC2)[nH]c(C)c1C(C)=O` : -2	-42	4	4	7	-1.1	3.4	2	2	-0.76	1496

# (cont.)
SMILES,HMGR II inh,S1P3 antag,PPARg SRC-2 ag,PPARg SRC-1 ag,L major viab,DTT redox prof,RAM network inh,bIAP inh,PPARg SRC-3 ag,ROMK mod,TR-FRET SRC-2 ct
CN(C)/C=N/c1c(C(=O)NCc2ccccc2)nnn1Cc1ccccc1,-2,-73,2,4,11,1.8,0.8,0,6,0.66,1491
CC(O)C(NS(=O)(=O)c1ccc(Cl)cc1)C(=O)OCC(=O)c1c[nH]c2ccccc12 (stereo not drawn),-10,-2,-1,0,12,-0.7,-0.1,8,-2,1.5,1563
COc1cc(C(=O)N(C)c2nnc(-c3cccnc3)s2)cc(OC)c1OC,-6,-35,11,2,41,-1.1,1.1,1,5,0.13,1551
Cc1cc(NCCCO)n2c(nc3ccccc32)c1C#N,-1,-9,0,5,6,0.6,1.4,5,2,0.96,1581
CCCC/C(=N\NC(=O)c1ccc(Br)o1)c1ccccc1,-3,-14,0,0,89*,-0.1,1.9,-1,2,-0.0049,1487
CCCc1cc(-c2n[nH]c(=S)n2-c2cccc(C)c2)cs1,2,3,6,16,28,-1.0,0.1,-15,5,1.2,1878
CCOc1ccc(CN(Cc2ccco2)S(=O)(=O)c2ccc(-n3cnnn3)c(OC)c2)cc1,0,x,-7,-2,96*,0.2,6.1,-4,-2,-0.00066,1351

# Compound activity (PubChem BioAssay)
